# Rtt109 HAT inh = inhibitors of C. albicans Rtt109/Vps75 HAT, primary screen, biochemical, ThioGlo CoA-SH fluorescence, plate reader | purified Rtt109/Vps75, 4 h | Histone acetyltransferase RTT109 (Candida albicans (strain SC5314 / ATCC MYA-2876)), … | AID 540336, 2011 | inhibition, % at 34.9 µM | 330,000 tested, 0.16% active;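 active = inhibition of at least 50% in every replicate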
# Target sequence (Q5AAJ8 whole entry, looked up): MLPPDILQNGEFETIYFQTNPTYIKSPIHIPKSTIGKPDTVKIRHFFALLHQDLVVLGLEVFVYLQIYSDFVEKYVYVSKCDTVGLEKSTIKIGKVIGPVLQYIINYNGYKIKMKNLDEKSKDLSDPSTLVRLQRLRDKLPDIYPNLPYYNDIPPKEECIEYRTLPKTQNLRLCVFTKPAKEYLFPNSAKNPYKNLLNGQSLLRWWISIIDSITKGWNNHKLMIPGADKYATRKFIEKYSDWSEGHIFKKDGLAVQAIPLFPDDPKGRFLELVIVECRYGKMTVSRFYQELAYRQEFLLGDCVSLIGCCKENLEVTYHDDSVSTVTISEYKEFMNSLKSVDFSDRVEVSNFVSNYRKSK
# RTF Ca sens inh = cardiac RTF calcium sensitivity inhibitors, primary screen, biochemical, IANBD-TnC fluorescence, EC70 calcium. 340,000 tested, 0.12% active. inhibition, % at 7.15 µM. IANBD-labeled cardiac RTF, Ca2+ fluorescence. Troponin I, cardiac muscle (Homo sapiens) + Troponin T, cardiac muscle (Homo sapiens) + …;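 active = inhibition above the mean inhibition of all tested compounds plus 3 SD, cut at about 17% in these data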;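 also: assay run at fixed EC70 calcium of 1.6 mM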
# PKA-R2B act = activators of PKA-R2B holoenzyme, primary screen, biochemical, fluorescence polarization, Cy5-IP20, human; cAMP-dependent protein kinase catalytic subunit beta (Homo sapiens) + cAMP-dependent …; PKA-R2B holoenzyme dissociation; R2B truncated from residue 108, S112A mutant; 0% DMSO only, 100% 113 µM cGMP; activation, % at 11.4 µM; 340,000 tested, 0.079% active; AID 504700, 2011;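 active = activation above a cutoff set at the mean over all compounds plus 3 SD, cut at about 18% in these data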;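 also: higher means more holoenzyme dissociation and a rise in polarization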
# CAL PDZ FP-1 = untagged CAL PDZ binding inhibitors, primary screen, biochemical, fluorescence polarization, HTS | AID 602252, 2012 | inhibition, % at 24.9 µM | Golgi-associated PDZ and coiled-coil motif-containing protein (Homo sapiens), Q9HD26 | 300,000 tested, 0.92% active | purified CAL PDZ, TMR-peptide fluorescence polarization, 1 h;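 active = mean inhibition of at least 30% with at least half of replicates also reaching 30%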;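 also: 0% = DMSO neutral control and 100% = excess unlabeled competitor peptide PRC23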
# Keap1-Nrf2 PPI = Keap1-Nrf2 protein-protein interaction inhibitors, primary screen, biochemical, fluorescence polarization, single point. Kelch-like ECH-associated protein 1 (Homo sapiens), Q14145. Keap1 Kelch-Nrf2 peptide fluorescence polarization, 1536-well. inhibition, % at 9.4 µM. 340,000 tested, 0.15% active. AID 504523, 2011; in the data active = inhibition above about 12%;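 also: human Keap1 Kelch domain with fluorescein labeled Nrf2 9mer peptide probe; 0% = neutral control wells and 100% = peptide positive control; higher means more block of Keap1 binding to Nrf2 peptide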
# C-LANA FP = inhibitors of KSHV C-LANA binding to DNA, primary screen, biochemical, fluorescence polarization, FAM-LBS DNA, MBP-C-LANA, single point; Kaposi's sarcoma herpesvirus LANA C-terminal domain (residues 932-1162) DNA binding; AID 504423, 2011; inhibition, % at 9 µM; 340,000 tested, 0.078% active;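 active = highest replicate inhibition at or above 60% at 9 µM, even if other replicates fall short; inactive = all replicates below 60% inhibition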;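 also: 0% = neutral control wells and 100% = 4 µM acridine orange control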
# DAGLB inhibitor = DAGLB lipase inhibitors, primary screen, biochemical, fluorescence, HTS; Diacylglycerol lipase-beta (Homo sapiens), Q8NCG7; HEK293T DAGLB membrane lysate, EnzChek fluorogenic substrate; inhibition, % at 5.17 µM; 340,000 tested, 0.059% active; in the data active = inhibition above about 34%;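 also: 0% = enzyme with vehicle and 100% = wells lacking enzyme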
# Target sequence (Q8NCG7 whole entry, looked up): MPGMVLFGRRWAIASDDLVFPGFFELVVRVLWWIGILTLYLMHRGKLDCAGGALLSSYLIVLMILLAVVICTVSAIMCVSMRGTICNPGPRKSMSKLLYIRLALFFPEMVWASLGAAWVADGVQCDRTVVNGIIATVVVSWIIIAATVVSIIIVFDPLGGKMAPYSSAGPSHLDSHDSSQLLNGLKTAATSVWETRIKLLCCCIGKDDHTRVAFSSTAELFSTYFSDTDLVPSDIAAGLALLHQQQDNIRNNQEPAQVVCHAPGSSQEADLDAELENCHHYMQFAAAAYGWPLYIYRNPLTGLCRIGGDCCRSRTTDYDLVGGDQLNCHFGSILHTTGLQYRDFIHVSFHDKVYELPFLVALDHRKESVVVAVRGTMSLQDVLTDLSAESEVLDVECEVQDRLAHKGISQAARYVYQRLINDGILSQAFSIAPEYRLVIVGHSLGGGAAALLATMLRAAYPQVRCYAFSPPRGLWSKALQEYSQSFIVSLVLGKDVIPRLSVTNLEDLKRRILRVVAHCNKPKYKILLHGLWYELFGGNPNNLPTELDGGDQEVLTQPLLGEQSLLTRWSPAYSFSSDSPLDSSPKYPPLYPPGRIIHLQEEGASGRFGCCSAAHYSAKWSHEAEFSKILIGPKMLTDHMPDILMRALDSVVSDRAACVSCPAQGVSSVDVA
# RTF Ca sens act = cardiac RTF calcium sensitivity activators, primary screen, biochemical, IANBD-TnC fluorescence, EC20 calcium; activation, % at 7.2 µM; 340,000 tested, 0.24% active; IANBD-labeled TnC RTF fluorescence at EC20 calcium; 0% EC20 calcium, 100% full calcium; AID 493008, 2010; Troponin I, cardiac muscle (Homo sapiens) + Troponin T, cardiac muscle (Homo sapiens) + …;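 active = activation above the mean over all tested compounds plus 3 SD, cut at about 30% in these data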;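 also: rise in fluorescence read as greater calcium sensitivity of cardiac thin filaments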
# CAL PDZ FP-2 = CAL PDZ peptide-binding inhibitors, primary screen, biochemical, fluorescence polarization, Cer-tagged CAL PDZ, HTS | 330,000 tested, 0.02% active | purified CAL PDZ, TMR-peptide fluorescence polarization, 1 h | inhibition, % at 20 µM | Golgi-associated PDZ and coiled-coil motif-containing protein (Homo sapiens), Q9HD26 | AID 504414, 2011;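 active = highest replicate inhibition of at least 40%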;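 also: plate controls were DMSO neutral control wells for no effect and unlabeled competitor peptide control wells for full effect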
#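 System: purified tagged CAL PDZ domain construct (CerCALP). Schedule: 1 h incubation at room temperature before polarization reading. Medium: 25 mM sodium phosphate pH 7.4, 150 mM NaCl, TCEP, IgG, Thesit. Read-out: percent inhibition from loss of millipolarization. Measured by: FP readout, S and P plane fluorescence. Probe or stimulus: fluorescent TMR peptide probe.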
# SR-BI uptake up = activators of SR-BI mediated DiI-HDL uptake, primary screen, ldlA[mSR-BI] CHO cells, DiI fluorescence | 3 h; 100 = double the neutral-control signal | activation, % at 12.5 µM | 320,000 tested, 0.096% active;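 active = mean replicate activation of at least 60% and every replicate at or above 60%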;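 also: 0% = median plate neutral-control signal and 100% = twice that signal; values of inactives mirror those of a sister screen read the other way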
#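 Test system: SR-BI-overexpressing, LDLR-lacking CHO cells; Also added: labelled HDL, 10 µg/mL; Measured by: bottom-read cell fluorescence after medium removal, ex 550/em 595 nm; Timing: 3 h uptake period with compound, 37 °C; Buffer or medium: F12, 0.5% BSA, 25 mM HEPES; Doses: single compound concentration, delivered by pin transfer.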
# The depositor's hits bear a star; . = not tested or not shown.
SMILES,Rtt109 HAT inh,RTF Ca sens inh,PKA-R2B act,CAL PDZ FP-1,Keap1-Nrf2 PPI,C-LANA FP,DAGLB inhibitor,RTF Ca sens act,CAL PDZ FP-2,SR-BI uptake up
Cc1cc(C)n2nc(SCc3nnc(SCc4ccccc4C)s3)nc2n1,-4.1,-8.1,0.6,-2.9,-6.8,1.5,-1.2,-1.5,-3.2,-12.9
COc1ccc(S(=O)(=O)N2CCCOC2CNC(=O)C(=O)NCc2ccco2)cc1C (stereo not drawn),.,11.7,-4.4,0.3,-2.3,0.4,-0.8,-2.3,-2.4,0.6
COc1ccc(NC(=O)CN(C)S(=O)(=O)c2ccc3[nH]c(=O)oc3c2)cc1,-6.0,-1.2,6.7,-5.7,-3.3,-0.2,0.2,8.3,-2.3,22.6
COc1ccc(C(=O)NC(=S)Nc2ccc3oc(=O)ccc3c2)cc1,.,-2.1,-4.9,-2.2,-1.6,0.1,-2.6,4.0,-1.8,-11.2
O=C(O)CNC(=O)/C(=C\c1ccc2c(c1)OCO2)NC(=O)c1ccc(Br)cc1,27.1,.,.,4.1,-2.7,-0.4,.,.,-0.8,3.0
O=C(NCC(=O)N1CCN(c2ncc(C(F)(F)F)cc2Cl)CC1)c1ccc(Br)o1,-1.3,-1.1,-2.8,-0.8,-2.7,1.7,1.8,-5.1,-2.1,-6.6
CC(=O)c1c(C)[nH]c(-c2ccccc2)c1C,1.0,-1.4,-11.6,1.1,-1.2,0.2,0.8,3.8,-1.0,-12.5
O=c1[nH]c2ccccc2nc1N1CCOCC1,-0.2,-2.9,-3.5,-1.6,-6.6,0.4,2.1,5.0,-2.9,-3.3
COc1ccc(-n2c(Cc3cc(=O)[nH]c(=O)[nH]3)nnc2SCC(=O)Nc2ccccc2)cc1,-3.2,-10.2,-3.0,.,0.6,-0.2,3.4,2.8,-1.3,-2.6
O=C(OCc1nnc(-c2ccc(Br)cc2)o1)c1ccco1,-6.0,-5.6,3.0,-7.7,-0.3,-0.9,3.3,-4.9,-2.4,17.5
Cc1cc(=O)oc2cc(OCC(=O)N3CCOCC3)ccc12,-0.9,-4.8,2.8,-5.0,-2.9,-1.2,-1.6,-0.3,.,-45.1
Cc1ccc(S(=O)(=O)/N=C(\N)c2ccc(F)cc2)cc1,-2.9,-10.9,-5.4,.,1.5,0.0,2.6,-5.4,0.3,2.3
COc1ccc(C2C(C(=O)Nc3cc(OC)c(OC)c(OC)c3)c3ccccc3C(=O)N2C)cc1OC (stereo not drawn),-14.9,2.5,-3.2,8.6,3.0,3.1,1.4,-1.3,0.3,0.7
O=c1c(CO)cc(CO)cc(CO)c1O,4.7,-17.3,1.1,-8.0,-7.0,3.2,-0.9,0.6,-2.3,.
CN(CC(=O)NCc1ccc(F)cc1)Cc1cccc(Cl)c1,4.7,0.9,0.5,6.9,0.6,0.1,-0.9,-2.0,0.6,3.8
CC(=O)c1cc(-c2nc3ccccc3n2C)n(C)c1,2.8,-2.5,0.5,1.2,-3.1,-0.2,1.2,7.8,-1.1,9.7
CC(NCC(=O)Nc1cc(Cl)cc(Cl)c1)c1ccccc1 (stereo not drawn),-2.3,-6.3,-9.3,.,-2.8,0.5,-6.4,6.8,-2.6,-5.3
O=C(CNC(=O)c1cccnc1)N/N=C/c1cc(Br)c(O)c(Br)c1,4.1,-1.2,-7.8,-0.9,-2.4,-1.2,0.5,-1.3,-0.5,3.6
CC(=O)c1cc(C#N)c(NCc2ccccc2)nc1C,8.7,10.3,3.6,-10.4,1.7,-0.5,-2.9,-1.3,.,-52.2
CC1CCN(CC(=O)Nc2ccc(S(=O)(=O)N3CCC(C)CC3)cc2)CC1,-3.9,-9.4,2.5,4.3,-1.2,-0.5,-6.1,-4.4,-0.2,0.4
Cc1cc(-n2c(C)c3c(C)nnc(C)c3c2C)ccc1N,5.1,.,.,.,-2.7,-2.5,.,.,0.8,-0.7
Cc1ccn(-c2ccc([N+](=O)[O-])cc2)n1,-17.1,-7.3,0.9,.,-6.7,2.2,-2.2,3.9,-0.4,25.9
CCOC(=O)c1c(C)n(C)c2ccc(O)c(S(=O)(=O)c3ccccc3)c12,-8.1,-0.1,-8.9,-3.5,-2.4,-0.5,1.3,-2.6,-2.4,3.9
CCCc1c(C)nc2c(Br)cccc2c1Cl,-2.0,-9.4,2.5,1.7,-1.6,1.6,-5.2,0.4,-0.8,-2.5
Nc1ccc(-c2cn3cccnc3n2)cc1,3.4,-8.3,-6.0,-1.2,-4.2,-2.1,0.7,12.1,-1.0,1.3
CC1(C)CC(NC(=O)c2cccc([N+](=O)[O-])c2)CC(C)(C)N1,13.9,-1.0,-8.2,.,-8.9,-1.6,-1.1,5.2,0.1,2.0
Cc1ccc(-c2nc(CS(=O)(=O)CC(=O)N3CCc4ccccc4C3)c(C)o2)cc1,4.4,-3.4,-5.0,.,-1.5,0.1,-4.9,-0.8,0.2,-59.3
CC(C)c1ccc(C(CC(=O)O)NC(=O)c2cccs2)cc1 (stereo not drawn),-2.2,-7.4,2.2,2.8,-7.7,0.3,-1.4,6.4,-2.3,29.6
COc1ccc(C(=O)c2ccccc2)c(OCC(=O)N(C)C)c1,-3.8,-5.3,2.7,-4.4,-3.4,1.9,-0.6,-2.5,-2.1,20.9
Cn1c(CN2CCCCC2)nc2cc(NC(=O)c3ccccc3)ccc21,11.4,-11.4,2.9,.,-3.7,0.1,3.4,2.4,-3.1,-15.8
COc1cc2c(cc1OC)C(C)N(C(=O)[C@@H](NC(=O)c1ccccc1)C(C)C)CC2 (stereo partly drawn),-22.7,-15.7,-15.0,-2.1,-0.3,-0.2,0.1,-1.8,-1.0,3.6
COc1cccc(/C=N/NC(=O)c2[nH]c(C)c(C(=O)N/N=C/c3cccc(OC)c3O)c2C)c1O,-1.5,1.1,-7.7,0.2,-6.3,-0.3,12.7,1.8,0.9,-124.8
Cc1ccc(NC2CCCN(C(=O)CCC(=O)c3ccccc3)C2)cc1C (stereo not drawn),1.3,-5.3,-1.2,-1.2,-8.1,-1.8,2.9,-1.4,-1.4,8.1
C=CC(=O)NC(C)(C)Cc1ccccc1,-4.4,-15.0,-1.4,-2.5,-0.9,2.1,-1.4,-3.6,-2.1,16.1
COc1ccccc1-c1n[nH]c2c1[C@H](C)CC[C@H]2C(C)C,-6.5,-2.3,0.1,-0.4,2.9,0.6,0.0,1.8,-1.1,-7.0
O=C(COc1ccccc1C(=O)c1cnn(-c2ccccc2)c1)Nc1ccccc1,.,1.9,-7.5,-3.9,-0.7,0.7,-7.9,-3.1,-3.0,17.5
CCOC(=O)c1ccc(NC(=O)CC2C(=O)N(c3ccccc3)C(=O)N2CCCOC)cc1 (stereo not drawn),14.6,1.0,-12.0,3.6,-2.0,-0.5,-2.2,1.5,-1.0,8.5
CCN1C(=O)[C@H]2[C@@H](c3ccc(-c4ccc(F)cc4)c(OC)c3)N3CCCC[C@@]3(C(=O)OC)[C@H]2C1=O,6.5,-15.1,-16.6,0.1,-4.8,1.6,-7.8,-0.2,0.1,1.2
Cn1c(=O)c2c(nc(NCc3ccc4c(c3)OCO4)n2Cc2ccccc2)n(C)c1=O,35.1,0.5,-7.4,3.4,1.2,2.0,-2.7,11.0,-3.2,.
COc1ccc(NCC(O)COc2ccc(C(C)(C)C)cc2)cc1 (stereo not drawn),6.0,-2.5,-5.1,-0.3,0.4,-0.4,-7.8,-4.7,8.0,6.9
COc1ccccc1N(C)S(=O)(=O)c1ccc(C(=O)O)cc1,-13.1,-10.3,1.7,-0.2,-6.9,-0.7,2.1,-1.3,-0.5,.
Cc1ccc2oc(=O)c3cnn(CC(=O)N4CCCCCC4)c3c2c1,0.7,3.4,3.0,9.3,-5.0,0.6,-2.4,-3.9,-0.3,10.5
COc1ccc(N2CCCC2=N)c(OC)c1,-15.5,-26.0,-11.5,-12.1,-0.3,-1.0,2.4,-1.6,-1.3,0.7
O=C(Nc1cc([N+](=O)[O-])c2[nH]c(=O)c3ccccc3c2c1)C(F)(F)F,-5.4,3.9,-7.5,-4.3,2.4,-1.7,0.0,-6.7,1.2,-4.9
O=C(CN(c1cccc(Cl)c1)S(=O)(=O)c1ccccc1)NN=C1CCCC1,8.2,-9.7,-15.8,4.1,-1.8,0.0,-4.9,-2.7,-0.4,8.2
CC(=O)N1CCN(C(=O)c2cc(=O)c3ccccc3o2)CC1,-3.8,-17.4,4.1,-2.1,-2.8,-0.6,-2.3,-3.6,-2.4,.
CN1CCN(c2ccc(NC(=O)CSc3nnnn3-c3ccccc3F)cc2)CC1,-3.5,-4.0,-8.0,3.3,-5.0,-1.2,-2.1,0.7,-0.6,14.1
CCCCn1c(N)c(N(CCOC)C(=O)CN(C)S(=O)(=O)c2ccc(Cl)cc2)c(=O)[nH]c1=O,-11.5,5.9,6.6,-4.7,-2.1,3.0,0.7,0.1,-0.3,13.0
CSCc1c(C(=O)Nc2ccc(N3CCOCC3)cc2)oc2ccccc12,-2.3,-7.1,-0.3,-0.9,1.6,-1.5,1.2,7.9,1.4,-6.4
CC(C)C(NS(=O)(=O)c1cccs1)C(=O)N1CCC(C(N)=O)CC1 (stereo not drawn),3.5,1.0,-6.1,-4.0,-4.9,0.7,-5.3,0.8,-0.7,17.8
CC(=O)N1N=C(c2ccc(Cl)cc2)CC1c1ccco1 (stereo not drawn),-20.6,-15.3,6.2,-18.8,-3.7,1.4,1.3,7.4,-1.4,-22.0
